HTT aggregate: inhibitors of mutant huntingtin aggregate formation in PC12 cells; PC12 HttQ103-GFP aggregates, Acumen cytometry, 40 h; Potency, µM (titrated, usually from 46.1 µM), without a hit: at the top dose activity change, negative = inhibition, most hits filed as inhibitors; 220,000 tested, 1.1% active; note: % is set by controls: 0 for no effect and ±100 for the full control effect; nearly all actives have a fitted effect of over 60% in size
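Inducible Q103 Huntingtin exon 1–GFP PC12 line, 1500 cells/well in phenol red free DMEM with 5% equine and 5% calf serum. Tebufenozide 100 nM induced expression; compounds titrated; aggregates quantified by cytometry.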
Tau ThT inhib: inhibitors of human tau fibril formation, thioflavin T binding | Potency, µM (doses to about 57.4 µM), inactives show at the top dose activity, negative = inhibition, usual class: inhibitors | P10636 | AID 1460 | recombinant tau K18 P301L, heparin-induced fibrillization, ThT fluorescence | 270,000 tested, 2.1% active; note: % is set by controls: 0 for no effect and ±100 for the full control effect; nearly all actives have a fitted effect of over 55% in size
Target sequence (P10636 561-689 P618L limits assumed): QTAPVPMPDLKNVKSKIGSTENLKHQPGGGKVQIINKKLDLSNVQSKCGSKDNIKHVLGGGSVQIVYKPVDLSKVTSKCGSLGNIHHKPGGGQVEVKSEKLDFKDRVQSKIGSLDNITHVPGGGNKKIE
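Using a mix of unlabeled (15 uM) and Alexa 594-labeled (0.24 uM) tau K18 P301L, heparin-triggered fibrillization over 6 hr at 37 C was scored by ThT fluorescence.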
Tau fluor counter: counter-screen for tau fibril formation inhibitors; tau K18 P301L (four-repeat tau fragment) Alexa594 fluorescence, heparin fibrillization; Potency, µM (doses to about 57.7 µM), inactives show top-dose activity change, negative = decrease; 280,000 tested, 0.93% active; note: % is set by controls: 0 for no effect and ±100 for the full control effect; nearly all actives have a fitted effect of over 55% in size
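Human K18 P301L tau (15 uM unlabeled plus 0.24 uM Alexa 594-labeled, final) in 100 mM sodium acetate pH 7 was mixed with compound and 20 uM heparin and incubated 6 hr at 37 C.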
JMJD2E inh: inhibitors of human JMJD2E histone demethylase; JMJD2E catalytic domain, FDH-coupled NADH fluorescence (FDH is formaldehyde dehydrogenase); Potency, µM (doses to about 57.1 µM), for inactives: at the top dose activity change, negative = inhibition, actives largely listed as inhibitors; 230,000 tested, 1.6% active; active = well fitted inhibition curve with a large enough effect, not every such curve was filed as active; inconclusive = small, poorly fitted or top-dose-only effect, or another doubt; inactive = no such curve, though single readings can be large or run the other way;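 note: 0% = wells with enzyme and -100% = buffer wells without enzyme; nearly all actives have a fitted effect of over 50% in size; many of its hits are not listed in these tables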
Target sequence (B2RXH2 1-337 limits assumed): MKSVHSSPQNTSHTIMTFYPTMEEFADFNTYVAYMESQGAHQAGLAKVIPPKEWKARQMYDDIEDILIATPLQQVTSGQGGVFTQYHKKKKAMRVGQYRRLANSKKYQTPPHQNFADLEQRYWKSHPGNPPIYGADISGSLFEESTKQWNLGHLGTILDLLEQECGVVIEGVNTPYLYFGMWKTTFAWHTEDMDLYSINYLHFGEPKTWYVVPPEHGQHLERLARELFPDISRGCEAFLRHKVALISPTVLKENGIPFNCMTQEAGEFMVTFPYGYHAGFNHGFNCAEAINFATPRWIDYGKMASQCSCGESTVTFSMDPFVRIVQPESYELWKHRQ
Tau fibril FP: blocks human tau fibril formation measured by polarization. P10636. K18 P301L tau heparin fibrillization, Alexa594 FP, 6 h. Potency, µM (top dose mostly 57.7 µM), for inactives: at the top dose activity, negative = inhibition, most hits filed as inhibitors. 280,000 tested, 0.39% active. AID 1468; note: % is set by controls: 0 for no effect and ±100 for the full control effect; nearly all actives have a fitted effect of over 55% in size
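Steps: dispense K18 P301L tau (15 uM plus 0.24 uM Alexa 594 tracer, final) in pH 7 sodium acetate; add compound; add heparin (20 uM final); incubate 6 hr, 37 C; add ThT (30 uM final); after 1 hr ambient, read FP.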
HTT ATP protect: cytoprotection in Huntington HTT-Q103 PC12 cell model. Potency, µM (top dose mostly 56.4 µM), inactives show cytoprotection (ATP increase), actives largely listed as activators. 230,000 tested, 0.14% active. PC12 HTT-Q103 induced, cytoprotection, ATP luminescence, 40 h;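 note: % of control where 0% means no effect; nearly all actives have a fitted effect of over 45% in size; toxic huntingtin expression switched on by the ecdysone agonist tebufenozide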
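Compounds added alongside 100 nM tebufenozide, which induces toxic Q103 huntingtin exon 1-GFP in stable PC12 cells; surviving cells quantified by luminescent ATP measurement. Medium: phenol red-free DMEM, 5% equine and 5% calf serum.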
SMN2 splice up: increases expression of the SMN2 splice variant | HEK293 SMN2-luciferase splicing reporter, luminescence, 30-36 h | Potency, µM (titrated, usually from 46.1 µM), for inactives: at the top dose activity change, positive = activation, most hits filed as activators | 210,000 tested, 2.8% active | AID 1458; note: % of control where 0% means no effect; nearly all actives have a fitted effect of over 55% in size
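HEK293 cells carry an SMN2 minigene-luciferase reporter in which exon 7 inclusion puts luciferase in frame. Cells were seeded at 2000 cells/well, attached for 10-12 hours, then exposed to compounds for 30-36 hours at 37C before ONE-Glo luminescence.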
ALDH1A1 inh: inhibitors of human aldehyde dehydrogenase 1A1; P00352; Purified ALDH1A1, NADH fluorescence, propionaldehyde substrate; Potency, µM (series often up to 75.3 µM), for inactives: at the highest dose activity, negative = inhibition, hits mostly inhibitors; 220,000 tested, 7.3% active; active = well fitted inhibition curve with a large enough effect, not every such curve was filed as active; inconclusive = small, poorly fitted or top-dose-only effect, or another doubt; inactive = no such curve, though single readings can be large or run the other way;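 note: plate controls were no enzyme wells and a reference inhibitor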
Target sequence (P00352 whole entry, looked up): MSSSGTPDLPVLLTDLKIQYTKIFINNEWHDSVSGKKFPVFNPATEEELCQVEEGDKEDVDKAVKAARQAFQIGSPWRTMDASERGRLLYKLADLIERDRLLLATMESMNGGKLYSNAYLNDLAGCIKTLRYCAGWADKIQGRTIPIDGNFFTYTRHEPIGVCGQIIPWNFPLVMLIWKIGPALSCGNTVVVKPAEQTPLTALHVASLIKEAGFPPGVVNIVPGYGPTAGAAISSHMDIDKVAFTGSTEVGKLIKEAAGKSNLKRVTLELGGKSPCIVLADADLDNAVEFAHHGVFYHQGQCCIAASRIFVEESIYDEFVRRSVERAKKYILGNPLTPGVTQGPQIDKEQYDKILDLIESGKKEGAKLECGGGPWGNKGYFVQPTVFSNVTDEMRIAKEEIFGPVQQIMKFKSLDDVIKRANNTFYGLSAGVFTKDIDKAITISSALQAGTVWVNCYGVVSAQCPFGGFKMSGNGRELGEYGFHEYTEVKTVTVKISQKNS
* hit, by the source's call; ? = inconclusive; . = not tested or not shown; [ ] = remark or other dose. Unless noted, calls come from the whole dose curve; as a rule, active = well fitted curve in the direction sought with a large enough effect; inconclusive = small, poorly fitted or top-dose-only effect, or another doubt; inactive = no such curve, though single readings can be large; an effect the other way counts as inactive or inconclusive. Potency is the fitted concentration of half-maximal effect. This is a subset. The share of hits here may be higher or lower than overall.

Every second line gives: HTT aggregate | Tau ThT inhib | Tau fluor counter | JMJD2E inh | Tau fibril FP | HTT ATP protect | SMN2 splice up | ALDH1A1 inh
#1 COc1cccc(/C=N/n2cnc3c(cnn3-c3ccccc3)c2=O)c1
    -3%[9.22 µM] | -11% | -3% | -5% | 1% | 10%[10 µM] | . | .
#2 COc1ccc(S(=O)(=O)Nc2ccc3c(c2)OCO3)cc1
    -20% | -14% | -18% | -8% | ? | -4% | -11% | ?
#3 Cc1ccc(N(CC(=O)N2CCN(c3cc(Cl)ccc3C)CC2)S(=O)(=O)c2c(C)noc2C)cc1
    . | -15% | -11% | . | 0% | . | -45%[inhibitor] | .
#4 O=C(Cc1noc2ccccc12)NNC(=S)Nc1ccc(Cl)cc1
    4% | -4% | -8% | ? | 6% | -2% | 2% | 25µM*
#5 CCOC(=O)c1c(/N=C/N(C)C)sc(/C=N/Nc2ccccc2)c1-c1ccccc1Cl
    ? | ? | ? | ? | 17% | 27%[10 µM] | . | 13µM*
#6 O=C(c1ccccc1)n1ccn(-c2ccccc2)c1=S
    -19% | -12% | -17% | ? | -14% | 39%[1.9 µM] | -13% | -3%
#7 COc1ccc(-c2nn(-c3ccccc3)cc2/C=N/NC(=O)c2ccc(Br)o2)cc1
    3.5µM* | -16% | -28% | ? | ? | -40%[inhibitor] | -22% | ?
#8 FC(F)(F)c1ccccc1-c1ccc2ncnc(NC3CCNCC3)c2c1
    . | -8% | -16% | 3% | 1% | -63%[inhibitor] | -2% | 9%
#9 CC(=O)Nc1ccccc1NC(=O)c1ccc(C)cc1C
    -2% | -3% | 2% | 1% | 0% | 14%[10 µM] | 6% | 14%
#10 COC(=O)CCCC(=O)N1CCCC(C(=O)c2ccc(OC)cc2C)C1 (stereo not given)
    -3%[9.22 µM] | 5% | -4% | 3% | 1% | 16%[10 µM] | . | 2.5µM*

Next part
Every second line gives: HTT aggregate | Tau ThT inhib | Tau fluor counter | JMJD2E inh | Tau fibril FP | HTT ATP protect | SMN2 splice up | ALDH1A1 inh
#11 CC(=O)Oc1ccc2nc(-c3cccs3)oc(=O)c2c1
    9% | ? | -5% | ? | 3% | -10% | -11% | -6%
#12 O=C(Nc1ccc(C(F)(F)F)cc1)c1ccc2nc[nH]c2c1
    16% | -4% | ? | -3% | ? | . | -1% | -4%
#13 Cc1ccc(S(=O)(=O)N2c3ccccc3CC2C)cc1 (stereo not given)
    -3% | -9% | -17% | -1% | -8% | -13%[10 µM] | -19% | -4%
#14 COc1cccc(NC(=O)/C(C#N)=C/c2c(C)n(Cc3ccccc3)c3ccccc23)c1
    . | -5% | -20% | . | ? | . | -52%[inhibitor] | .
#15 COc1ccc(-c2c(-c3ccc(OCC(=O)NN)cc3O)n[nH]c2C(F)(F)F)cc1
    19% | ? | 22µM*[quencher] | -6% | ? | -9%[10 µM] | -7% | 13µM*
#16 N#Cc1cnc(SCCc2ccccc2)nc1N
    3% | -1% | -3% | -1% | 2% | 12%[1.9 µM] | 19% | ?
#17 Cc1ccc(NC(=O)C2(N(CC(C)C)C(=O)Cn3nnnc3N)CCCCC2)cc1
    -12% | -3% | 0% | 3% | -1% | 7% | . | 0%
#18 COc1cccc(SCC(=O)N2CCN(c3ccccc3)CC2)c1
    1%[9.22 µM] | . | -10% | 14% | -4% | -7%[10 µM] | . | .
#19 CCC(C)(C)C(=O)Nc1ncc(S(=O)(=O)c2ccc([N+](=O)[O-])cc2)s1
    -14% | -10% | ? | 1% | ? | 2% | -41%[inhibitor] | ?
#20 NC(=O)CC(NC(=O)Cc1cccc2ccccc12)c1ccc(NCc2ccc(F)c(F)c2)c([N+](=O)[O-])c1 (stereo not given)
    21%[9.22 µM] | ? | -29% | -10% | ? | 2%[10 µM] | . | .

21) O=C(Nc1ccccc1C(=O)NC(Cc1ccccc1)C(=O)O)c1ccccc1 (stereo not given)
22) CCOC(=O)c1cnc2ccc(OCC)cc2c1NCc1ccccc1
23) Nc1nonc1-c1nc2ccccc2n1CC(=O)Nc1cccc(Cl)c1Cl
24) CCOC(=O)CSc1cc(C)nc(NC(C)=O)n1
25) Cc1ccc(-c2ccc(=O)n(CC(=O)NCc3ccco3)n2)cc1
26) Nc1c(N(C(=O)Nc2ccc(Cl)c(Cl)c2)C2CCCC2)c(=O)[nH]c(=O)n1Cc1ccccc1
27) NC(=O)C1CCN(C(=O)/C=C/c2ccccc2[N+](=O)[O-])CC1
28) CC1CC(=O)Nc2ccccc2N1C(=O)Nc1ccccc1 (stereo not given)

compound no.	21	22	23	24	25	26	27	28
HTT aggregate	15%	-11%	.	7%	-2%	4%	-8%[9.22 µM]	19%[9.22 µM]
Tau ThT inhib	6%	?	-10%	-3%	-7%	-7%	-6%	-10%
Tau fluor counter	3%	-18%	-18%	4%	0%	-9%	-5%	-14%
JMJD2E inh	0%	7%	.	2%	3%	-1%	-5%	-1%
Tau fibril FP	1%	-8%	?	2%	5%	-7%	-3%	-5%
HTT ATP protect	-22%	-16%[10 µM]	.	1%	22%	-73%[inhibitor]	4%[10 µM]	5%[10 µM]
SMN2 splice up	-4%	-1%[1.84 µM]	3%	16%	-7%	-7%	.	.
ALDH1A1 inh	?	?	.	4%	19%	8%	-6%	8%

29) O=C(O)c1ccc(C=C(c2nc3ccccc3s2)c2nc3ccccc3s2)cc1
30) COc1cccc(C2=NOC(C(=O)Nc3cccnc3Cl)C2)c1OC (stereo not given)
31) N#Cc1c(-c2ccccc2Cl)cc(-c2ccccc2)[nH]c1=S
32) Cn1cc(P(=S)(N2CCOCC2)N2CCOCC2)cc1P(=O)(N1CCOCC1)N1CCOCC1
33) CCN(CC)CCCN1C(=O)C(=O)/C(=C(/O)c2ccc(OC)c(Cl)c2)C1c1ccco1 (stereo not given)
34) O=c1oc2ccccc2c(NCc2cccc(F)c2)c1[N+](=O)[O-]
35) O=C(NC(=S)Nc1nc2ccc(F)cc2s1)c1ccco1
36) Cc1onc(-c2ccccc2Cl)c1C(=O)Nc1cccc2cccnc12

compound no.	29	30	31	32	33	34	35	36
HTT aggregate	11%[9.22 µM]	-18%	11%[9.22 µM]	-2%	24%	11%	-4%	?
Tau ThT inhib	?	-7%	-9%	2%	-7%	4%	2%	?
Tau fluor counter	-9%	-10%	-3%	4%	1%	2%	6%	?
JMJD2E inh	4%	-4%	-19%	-13%	-12%	-2%	-6%	1%
Tau fibril FP	-14%	-10%	-3%	-5%	-1%	7%	9%	?
HTT ATP protect	-14%	-16%	-45%[1.9 µM]	7%	6%	0%[10 µM]	-133%[inhibitor]	-4%
SMN2 splice up	0%	-17%	-15%	7%	-20%	-16%	10µM*	-39%[inhibitor]
ALDH1A1 inh	-11%	-6%	10µM*	?	?	25µM*	-6%	-5%

37) CCN(C(=S)Nc1ccc(OC(F)F)cc1)C1CCCCC1
38) CCOC(=O)/C(=C/C1=CC(=C/N(C)C)/C(=O)O1)C(C)=O
39) O=C(CNC(=O)c1ccccc1)N/N=C/c1ccc([N+](=O)[O-])s1
40) O=C1C2C(C(=O)N1c1ccccc1)N1CCCN1C2c1ccccc1 (stereo not given)
41) Cc1cc(N2CCC(C)CC2)nc2ccc(NC(=O)CCC(=O)N3CCN(c4cccc(C(F)(F)F)c4)CC3)cc12
42) O=C(NN=C1CCCCCCC1)c1ccc2ccccc2n1
43) CSCCC(NS(=O)(=O)c1ccc2c(c1)oc(=O)n2C)C(=O)NCc1ccc(F)cc1 (stereo not given)
44) NC(=O)c1ccsc1NC(=O)CSc1nnc(C2CC2)n1Cc1ccccc1

compound no.	37	38	39	40	41	42	43	44
HTT aggregate	-9%	5%[9.22 µM]	?	1%	.	14%	.	14%
Tau ThT inhib	0%	?	-17%	2%	?	?	1%	-18%
Tau fluor counter	-19%	-15%	-18%	4%	?	7%	-7%	-18%
JMJD2E inh	1%	-17%	0%	1%	.	258%[activator]	.	-10%
Tau fibril FP	-8%	3%	0%	2%	?	5%	-3%	-11%
HTT ATP protect	-44%[inhibitor]	7%[10 µM]	-74%[inhibitor]	-18%	.	-11%[10 µM]	.	-12%
SMN2 splice up	-61%[inhibitor]	.	-41%[inhibitor]	5%	-10%	21%	-10%	.
ALDH1A1 inh	3%	-6%	0%	1%	.	1.6µM*	.	5%

Part of the list above, as tab-separated lines.
nr	compound	HTT aggregate	Tau ThT inhib	Tau fluor counter	JMJD2E inh	Tau fibril FP	HTT ATP protect	SMN2 splice up	ALDH1A1 inh
35	O=C(NC(=S)Nc1nc2ccc(F)cc2s1)c1ccco1	-4%	2%	6%	-6%	9%	-133%[inhibitor]	10µM*	-6%
36	Cc1onc(-c2ccccc2Cl)c1C(=O)Nc1cccc2cccnc12	?	?	?	1%	?	-4%	-39%[inhibitor]	-5%
37	CCN(C(=S)Nc1ccc(OC(F)F)cc1)C1CCCCC1	-9%	0%	-19%	1%	-8%	-44%[inhibitor]	-61%[inhibitor]	3%
38	CCOC(=O)/C(=C/C1=CC(=C/N(C)C)/C(=O)O1)C(C)=O	5%[9.22 µM]	?	-15%	-17%	3%	7%[10 µM]	.	-6%
39	O=C(CNC(=O)c1ccccc1)N/N=C/c1ccc([N+](=O)[O-])s1	?	-17%	-18%	0%	0%	-74%[inhibitor]	-41%[inhibitor]	0%
40	O=C1C2C(C(=O)N1c1ccccc1)N1CCCN1C2c1ccccc1 (stereo not given)	1%	2%	4%	1%	2%	-18%	5%	1%
41	Cc1cc(N2CCC(C)CC2)nc2ccc(NC(=O)CCC(=O)N3CCN(c4cccc(C(F)(F)F)c4)CC3)cc12	.	?	?	.	?	.	-10%	.
42	O=C(NN=C1CCCCCCC1)c1ccc2ccccc2n1	14%	?	7%	258%[activator]	5%	-11%[10 µM]	21%	1.6µM*
43	CSCCC(NS(=O)(=O)c1ccc2c(c1)oc(=O)n2C)C(=O)NCc1ccc(F)cc1 (stereo not given)	.	1%	-7%	.	-3%	.	-10%	.
44	NC(=O)c1ccsc1NC(=O)CSc1nnc(C2CC2)n1Cc1ccccc1	14%	-18%	-18%	-10%	-11%	-12%	.	5%
